SSB-PriA inh – blocks PriA binding to SSB C-terminal tail; actives 0.6% (n = 430,000); AID 1272365; AlphaScreen SSBct-PriA binding, biotinylated peptide; inhibition, % at 33 µM; in the data active means inhibition mostly above about 37%, no sharp cut-off; inactive means mostly below about 20%;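 further: plate controls were negative control peptide for no effect and reference peptide for full effect; strong numbers were not always called active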
Starred values were filed as active, the others as inactive; & = joins results of further samples. Some of the compounds tested; count on the stated rates, not on these rows.

Molecule	SSB-PriA inh
COc1ccc(-c2cc(-c3ccccc3)nc(SCC(N)=O)c2C#N)cc1OC	-2
O=C(CCn1cncn1)Nc1ccc(Br)cc1	0&8
N#Cc1nccnc1O[C@H]1CCCN(C(=O)Cc2c[nH]c3ccccc23)C1	-14
O=C(COc1ccccc1)N/N=C\c1ccc(OC2OC(CO)C(O)C(O)C2O)cc1 (stereo unspecified)	15
CCOC(=O)/C=C/C(=O)NCCC1=CCCCC1	6
CC(C)(C)c1ccc(C(=O)Nc2nc3cc4c(cc3s2)OCCO4)cc1	-14&-4
COc1ccc(Cl)cc1C(=O)NCCc1nc(C2CC2)cc(C(F)(F)F)n1	-14
CC(=NNC(=O)CC#N)c1cc2ccccc2oc1=O	-2
O=C(Cc1ccccc1Cl)N1CC(Oc2nccs2)C1	-10
CCOC(=O)N1CCN(C(=O)c2ccc(C)cc2)CC1	-6
Cc1cc(NC(=O)c2ccc3c(c2)OCO3)n(-c2ncnc3c2cnn3-c2ccccc2)n1	-3
COc1ccc(Br)c(C(=O)NCCn2nc(C)cc2C)c1	-12
Cn1cc(NC(=O)N2CCN(c3cccc(C(F)(F)F)c3)CC2)c2ccccc21	0
COc1cc(NC(=O)NCCc2ccoc2)cc(OC)c1OC	-4
Cc1cc(=O)[nH]c(-n2nc(C)c(CCC(=O)Nc3ccccc3F)c2C)n1	4
CCOC(=O)Nc1ccc(Cl)c(N2CCCS2(=O)=O)c1	1
Cc1ccc2[nH]c3c(=O)n(CC(=O)Nc4ccccc4C)cnc3c2c1	-10
CC(=O)c1cccc(NC(=O)[C@H]2CCCN(c3ccc(-n4cncn4)nn3)C2)c1	-9
Cn1c(SCc2nc(-c3ccccc3F)no2)nc2ccccc2c1=O	-17
COc1ccc(S(=O)(=O)N2CCC(C(=O)N3CCN(c4ccccc4)CC3)CC2)cc1	-6
O=C(NCc1ccco1)c1c[nH]c2ccc(F)cc2c1=O	-1
Cc1ccc(N2CCCS2(=O)=O)cc1NC(=O)C(=O)NCCC(C)C	3
COCC(=O)N1CCCc2ccc(NS(=O)(=O)c3ccc(OC)c(OC)c3)cc21	10
Cc1cc(C)cc(NC(=O)CN2CCC(C(=O)Nc3nc(C)c(C(=O)N(C)C)s3)CC2)c1	7
O=C(NCc1ccccn1)c1ccc(Cn2c(=O)[nH]c3ccsc3c2=O)cc1	16
O=C(Nc1nc(CC(=O)N2CCN(c3ccccc3F)CC2)cs1)c1ccc[nH]c1=O	3
O=C(Nc1ccccc1-c1ccc(=O)[nH]n1)C1COc2ccccc2O1 (stereo unspecified)	7
Cn1c(=O)[nH]c(=O)c2c1nc(NC(Cc1ccccc1)C(=O)O)n2CC(O)COc1ccccc1 (stereo unspecified)	-6
O=C(NCC(O)c1ccoc1)c1ccc(Br)o1 (stereo unspecified)	-2
O=C(CSc1cccc2cccnc12)Nc1ccc(SC(F)F)cc1	85*
CCOC(=O)Cn1c(=NC(C)=O)sc2cc([N+](=O)[O-])ccc21	-10
Cc1cc(NC(=O)C(=O)NCC(O)c2cn(C)c3ccccc23)no1 (stereo unspecified)	12
COc1ccc(OCc2noc(C3CNC3)n2)cc1	-4
Cn1cnc(S(=O)(=O)NCC(O)(c2ccco2)C2CC2)c1 (stereo unspecified)	-8
N#Cc1cccnc1N1CCNCC1	14
Cc1cccc(NS(=O)(=O)c2cccc(Cl)c2)c1	-8
COc1ccccc1OCC(=O)Nc1cc(-c2cccs2)nn1-c1nc(C)cc(=O)[nH]1	5
CN(C)C[C@H]1CSCCCN1C(=O)c1cccc(Cl)c1	-11
Cc1onc(-c2ccccc2Cl)c1C(=O)NCCCN1CCN(c2ccccc2)CC1	7
COc1ccc(C=NNc2nccnc2Cl)c(OC)c1	9
CC(C)c1cc(C(C)C)c(S(=O)NCCCN2CCOCC2)c(C(C)C)c1 (stereo unspecified)	-10&10
Cc1cc(NC(=O)CN2C(=O)c3ccccc3C2=O)ccc1N1CCCC1=O	10
COc1cccc([C@H](CNC(=O)c2cccc(N(C)C)c2)OC)c1	7
CCOc1ccc(S(=O)(=O)N2CCC(c3nnc(CC)s3)CC2)cc1	17
Cc1cc(NC(=O)C(=O)NCc2cccnc2)no1	-2
O=C(Nc1nccs1)C1CN(C(=O)c2ccc3c(c2)OCO3)C1	-12
Cc1noc(C)c1S(=O)(=O)Nc1ccc2c(c1)CCC(=O)N2C	-5
O=C(COc1ccccc1F)NCCn1ccc(-c2cccs2)n1	-15
O=C(NCc1ccco1)NNc1nc2c(-c3ccccc3)nnn2c2ccccc12	-8
Cc1cc(C)c2nc(NC(=O)c3cccc(Cl)c3)sc2c1	0
COc1ccc(NC(=O)N2CCC3(CC2)NC(=O)N(Cc2ccc(F)cc2)C3=O)cc1	-11
Cc1cccc(C)c1OCC(O)CN1CCCCC1C (stereo unspecified)	-10
Cn1nc(CNC(=O)c2ccc3nsnc3c2)cc1C1CC1	-5
O=S(=O)(c1ccccc1F)N1CCC(N2CCC(Oc3ccccc3F)CC2)CC1	1
COc1ccccc1Nc1c2c(nc3ccc(Cl)cc13)CCCC2	15
CCOc1cc(-c2nnc(NC(=O)CS(=O)(=O)Cc3ccccc3)o2)cc(OCC)c1OCC	-8
COCCn1nnn(-c2ccc(NC(=O)c3snnc3C)cc2)c1=O	-14
CC(=O)Nc1nc(SCC(=O)N2CC(C)OC(C)C2)[nH]c(=O)c1NC(=O)c1ccccc1 (stereo unspecified)	-18
Cc1ccc(-c2nn(-c3ccccc3)cc2C=NO)cc1	-3
Cc1cc(=O)oc2c(C)c(OCC(=O)N3CC4C[C@H](C3)Cn3c4cccc3=O)ccc12	-7

Additional records:
Molecule	SSB-PriA inh
CN(C)c1ccc(C(=S)N2CCN(C(=S)NC3CCCCC3)CC2)cc1	10
Cc1c(C=O)c(C=O)c(C)n1Cc1ccc(C(=O)O)cc1	-15
COc1cccc(-c2nnc3ccc(OCCNC(=O)c4cccc(C)c4)nn23)c1	-20
COc1ccc(NS(=O)(=O)c2cccc(C(=O)NN=C(C)c3cccnc3)c2)cc1	-5
CS(=O)(=O)c1ccc(-c2cccc(NC(=O)c3ccc4ccccc4n3)c2)nn1	-11&9
Cc1ccc2nc3sc(Nc4ccc(F)c(F)c4)nn3c(=O)c2c1	-10
NC(=S)NN=C1CCSc2ccc(Cl)cc21	-7
COCCNC(=S)NN=Cc1ccc2c(c1)OCCO2	-1
C=C(C)Cn1c(SCC(=O)NN=Cc2cccc(O)c2)nc2ccccc2c1=O	0
Cc1noc(-c2cccnc2N2CCC(NC(=O)C3COc4ccccc4O3)CC2)n1 (stereo unspecified)	-6
Cn1c(N2CCN(C(=O)NC(c3ccccc3)c3ccccc3)CC2)nc2ccccc21	-16
O=C(CCc1csc(NC(=O)c2ccc(=O)[nH]c2)n1)NCCc1ccccc1	7
Cc1ccc(Nc2nc(C(=O)Nc3nc(CC(N)=O)cs3)cs2)c(C)c1	15
Cn1c(=NC(=O)c2ccc(Oc3ccccc3)cc2)sc2ccc(Br)cc21	3
CSc1nn(CC(=O)Nc2cc(F)ccc2C)c(N)c1-c1nc(-c2ccc3c(c2)OCO3)no1	3
O=C(c1cccc(Cl)c1)N1CCCC(c2nnc(-c3cccs3)o2)C1 (stereo unspecified)	-6
Cc1ccc(NC(=O)/C(C#N)=C/c2ccc(-c3cccc([N+](=O)[O-])c3)o2)c(C)c1	-6
Cc1ccc(-c2ccc(N3CCC[C@H](C(=O)N4CCN(c5ccccc5F)CC4)C3)nn2)cc1C	-2
Cn1nc(-c2ccccc2)cc1C(=O)NCCCn1ncccc1=O	1
Cc1cc(CNS(=O)(=O)c2cc(F)ccc2C)nc(N(C)C)n1	-31
COc1ccc(/C=C2\SC(=Nc3cc(C(=O)O)ccc3C)NC2=O)cc1OC	-16
CCN(Cc1ccccc1)C(=O)Cn1c(N2CCOCC2)nc(C)cc1=O	-1
Cc1nnc(NC(=O)/C=C/c2ccncc2)s1	-9
O=C(NCCc1ccccc1)c1cn(-c2cccc(Cl)c2)nn1	-8

7 neighbouring compounds from above, quoted:
Molecule	SSB-PriA inh
Cc1ccc(Nc2nc(C(=O)Nc3nc(CC(N)=O)cs3)cs2)c(C)c1	15
Cn1c(=NC(=O)c2ccc(Oc3ccccc3)cc2)sc2ccc(Br)cc21	3
CSc1nn(CC(=O)Nc2cc(F)ccc2C)c(N)c1-c1nc(-c2ccc3c(c2)OCO3)no1	3
O=C(c1cccc(Cl)c1)N1CCCC(c2nnc(-c3cccs3)o2)C1 (stereo unspecified)	-6
Cc1ccc(NC(=O)/C(C#N)=C/c2ccc(-c3cccc([N+](=O)[O-])c3)o2)c(C)c1	-6
Cc1ccc(-c2ccc(N3CCC[C@H](C(=O)N4CCN(c5ccccc5F)CC4)C3)nn2)cc1C	-2
Cn1nc(-c2ccccc2)cc1C(=O)NCCCn1ncccc1=O	1

Additional entries follow.
Molecule	SSB-PriA inh
Cc1ccccc1NC(=O)N1CCC2(CC1)OCCS2	-1
O=C(Nc1ccc(F)cc1)c1cc(-c2ccncc2)nc2ccccc12	-13
CCOc1ccc(N2S(=O)(=O)c3ccccc3S2(=O)=O)cc1	-2
COc1ccc(C(F)(F)F)cc1NC(=O)CSc1nc(=O)n(N2CCN(C)CC2)c2c1CCC2	5
Cc1c(C)n2c3c(=O)n(Cc4cccc5ccccc45)c(=O)n(C)c3nc2n1CCN1CCOCC1	-16
C=CCN(CC=C)S(=O)(=O)c1ccc(C(=O)Nc2ccc(S(=O)(=O)Nc3nnc(CC)s3)cc2)cc1	0
COc1cccc2cc(C(=O)N3CCc4c(cnc5cc(C)nn45)C3)oc12	-5
Cc1cccn2c(=O)nc(SCC(=O)Nc3ccccc3C(F)(F)F)nc12	-4&-1
O=C(Nc1ccc(F)c(Cl)c1)c1ccc(=O)n(Cc2cccc(F)c2)n1	-17
COc1c2ccc(C(=O)N3CC(n4cc(-c5ccccc5)nn4)C3)cc2nn1C	8
O=S(=O)(c1ccccc1)N1N=C(c2ccco2)CC1c1ccc2nccnc2c1 (stereo unspecified)	-17
COc1ccc(Br)c(C(=O)N(Cc2cccn2C)C2CC2)c1	3

Reformatted: results already given.
mol: CCOc1ccc(N2S(=O)(=O)c3ccccc3S2(=O)=O)cc1
  SSB-PriA inh: -2
mol: COc1ccc(C(F)(F)F)cc1NC(=O)CSc1nc(=O)n(N2CCN(C)CC2)c2c1CCC2
  SSB-PriA inh: 5

The list continues.
Molecule	SSB-PriA inh
CCN1C(=O)/C(=C/c2ccc(F)cc2)NC1=S	17
COc1ccc(OC(=NS(=O)(=O)c2ccccc2)c2ccccc2)cc1	-2
Cc1cc(C(=O)NCC2CCN(S(C)(=O)=O)CC2)c(C)o1	6
CC1Cc2cc(C(O)=C3C(=O)C(=O)N(CCN4CCOCC4)C3c3ccccc3F)ccc2O1 (stereo unspecified)	-3
COc1cccc(CCNC(=O)Cc2csc(Nc3ccc(S(C)(=O)=O)cc3)n2)c1	-3
CCOC(=O)c1cn(CC(=O)Nc2ccc(F)c(Cl)c2)c2nc(C)ccc2c1=O	-5
CNC(=S)NN=Cc1cn(Cc2ccc(F)cc2)c2ccccc12	26
CC(=O)c1sc(NC(=O)c2c[nH]c3c(C(F)(F)F)cccc3c2=O)nc1C	-9
CCOC(=O)C(=O)NCCOc1ccc2nnc(-c3ccc(OC)cc3)n2n1	-11
O=C(NCc1cccs1)Nc1ccn2nccc2c1	-10
Fc1ccc(-n2ncc3c(Nc4cccc(C(F)(F)F)c4)ncnc32)cc1	-26
O=C(NN=Cc1cc([N+](=O)[O-])ccc1Cl)c1cnccn1	-19

Copied from the list:
SSB-PriA inh result of COc1c2ccc(C(=O)N3CC(n4cc(-c5ccccc5)nn4)C3)cc2nn1C → 8
SSB-PriA inh result of O=C(NCc1ccccn1)c1ccc(Cn2c(=O)[nH]c3ccsc3c2=O)cc1 → 16
SSB-PriA inh result of Cc1ccc(-c2ccc(N3CCC[C@H](C(=O)N4CCN(c5ccccc5F)CC4)C3)nn2)cc1C → -2
SSB-PriA inh result of COCC(=O)N1CCCc2ccc(NS(=O)(=O)c3ccc(OC)c(OC)c3)cc21 → 10
SSB-PriA inh result of NC(=S)NN=C1CCSc2ccc(Cl)cc21 → -7
SSB-PriA inh result of O=C(Nc1ccccc1-c1ccc(=O)[nH]n1)C1COc2ccccc2O1 (stereo unspecified) → 7

(listing goes on)
Molecule	SSB-PriA inh
O=C(CCSc1ccccc1)NCCSC1CCOCC1	-12
COc1ccc2cc(C(=O)N3CCN(c4cc5c(nn4)CCCC5)CC3)[nH]c2c1	-28
CCCSc1nnc(NC(=O)c2ccc(-n3cnnn3)cc2)s1	-13
O=S(=O)(Nc1ccc(Nc2cc(-n3ccnc3)ncn2)cc1)c1ccc(C(F)(F)F)cc1	-20
O=C(NCCn1cnc2ccsc2c1=O)c1n[nH]c2c1CCCC2	-8
COc1cc(OC)c(OC)cc1C=NNc1ccc(Cl)nn1	3
CCN(CC)c1ccc(C(=O)Nc2ccccc2-c2nc3ccccc3[nH]2)cc1	-23
CCc1nnc(NC(=O)CSc2nnc3ccc(-c4ccc(Cl)cc4)nn23)s1	-19
COC1CCN(C(=O)Cn2ccc3ccccc32)CC1	-9
Cc1nnc(NC(=O)CSc2nnc(NC(=O)NC(C)(C)C)s2)s1	-8
CCOc1ccc(-n2nnnc2CNS(=O)(=O)c2ccccc2[N+](=O)[O-])cc1	-7
O=C(NN=C1C(=O)c2cccc3cccc1c23)c1ccc(Cl)cc1	-1
COCc1c(C(=O)NN=C(C)c2ccccc2)nnn1-c1nonc1N	-10
Cc1cccn2cc(-c3ccccc3NC(=O)c3c(F)cccc3Cl)nc12	-14
O=C(NCCNC(=O)c1cccc(F)c1)c1ccc(NC(=O)C2CC2)cc1	-13&-2
Cc1cccc(-n2c(CNC(=O)c3cccs3)nnc2SCC(=O)N2CCCc3ccccc32)c1C	-14
O=C1OC2(CCN(C(=O)c3cccc(C(F)(F)F)c3)CC2)c2ccccc21	-13
Cc1cc(NC(=O)c2ccco2)on1	-7
Cc1ccc2c(c1)c(-c1ccccc1)c(-c1ccccc1)n2C[C@H](O)Cn1c(C)cc(C)nc1=O	-17
CCC(C(=O)NCCN1CCn2cc(OC)c(=O)cc2C1=O)c1ccccc1 (stereo unspecified)	-4
CN(C)c1ccc(CCCNC(=O)COc2ccccc2F)cc1	21

Compound activity (PubChem)
